C2C12 statin = suppressors of statin myotoxicity in C2C12 myotubes, primary screen, cell-based, single point, plate reader | C2C12 myotubes + simvastatin, ATP luminescence, 48 h; scaled: DMSO 0, geranylgeraniol control 100 | rescue of ATP level, % at 7.49 µM | actives 0.78% (n = 330,000) | AID 602340, 2012;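 active = mean ATP rescue above about 67%, or every replicate alone reaching that limit, limit read from the data, passing the limit was not always enough; inconclusive = no clear call, values can overlap the other calls; inactive = mean under the limit and some replicate under it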;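 also: myotubes were challenged with 10 µM simvastatin during compound exposure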
Cneo AK release = Cryptococcus neoformans cell lysis inducers, primary screen, AK release luminescence, single concentration; C. neoformans lysis, adenylate kinase release luminescence, 4 h; normalised: neutral wells 0, clomiphene wells 100; lysis activity, % at 15 µM; actives 0.2% (n = 360,000);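 active = mean lysis activity across replicates of at least 80%, whatever share of replicates individually reach that level; inactive = mean lysis activity below 80%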
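Schedule: static 4 h at 37 °C with compound, 1 h detection; system: C. neoformans cells; benchmarks: Clomiphene as positive control; buffer or medium: fresh YPD medium; measure: luminescence rise reflecting yeast cell lysis; measured by: luminescent adenylate kinase detection reagent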
PglD DTNB = C. jejuni PglD acetyltransferase inhibitors, primary screen, biochemical, DTNB colorimetric, single point | inhibition, % at 12.5 µM | purified PglD enzyme, DTNB colorimetric CoA detection | UDP-N-acetylbacillosamine N-acetyltransferase PglD (Campylobacter jejuni) | actives 0.098% (n = 360,000); in the data active = inhibition above about 16%, passing the limit was not always enough; inconclusive = no clear call, values can overlap the other calls; also: strong numbers were not always called active
PGC1a acetyl inh = inhibitors of PGC1a acetylation signal, primary screen, cell-based, U2OS, AlphaScreen, inhibitor mode; AlphaScreen anti-acetyl-lysine; with virally co-expressed GCN5 acetyltransferase; inhibition, % at 15.6 µM; actives 0.17% (n = 350,000); AID 651687, 2012;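 active = every replicate shows inhibition of at least 40%; inconclusive = mean inhibition at least 40% but some replicate below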;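 also: 0% = neutral control wells and 100% = positive control wells; some results beyond the cut were filed as inactive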
GSIS activator = GLuc luminescence reporter in INS-1E cells, primary screen for activators of glucose-dependent secretion of insulin | actives 0.61% (n = 370,000) | AID 743287, 2014 | activation, % at 16.6 µM | INS-1E GLuc reporter insulin secretion, 2-3 h;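 active = lowest replicate activation of at least 40%, so every replicate reaches that level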;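 also: 0% = median of neutral control wells and 100% = median of IBMX positive control wells; some compounds called inactive have numbers as strong as hits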
FN deposition inh = inhibitors of fibronectin matrix deposition, primary screen, AH1F cells, Alexa488-fibronectin fluorescence, plate reader; AH1F fibroblasts, overnight; inhibition, % at 12.6 µM; actives 0.086% (n = 350,000); AID 743247, 2014;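 active = mean inhibition across replicates of 30% or more, regardless of how many single replicates reach that level; inconclusive = mean under 30% yet at least half of replicates reach 30%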;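 also: positive control wells lacked labelled fibronectin entirely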
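Assay system: AH1F fibroblast monolayer, labelled fibronectin deposition. Amount: 10000 cells per well. Also added: labelled fibronectin 24 nM. Compound: single-point pinned compound. Incubation: cell attachment 1 h, compound and FN exposure overnight. Detection: fluorescence after three HBSS washes, excitation 485 nm, emission 525 nm. Read-out: inhibition of fibronectin deposition signal.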
miR122 inh = miR-122 Renilla sensor signal increase in Huh7, primary screen, miR-122 inhibitor project, cell-based, single point, plate reader; Huh7 miR-122 Renilla luciferase sensor, 48 h; neutral wells = 0, positive control = 100; activation (reporter increase), % at 12.5 µM; actives 0.3% (n = 340,000);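 active = mean replicate activation score at least 90 and every replicate individually at or above 90; inconclusive = only one of the two criteria met; inactive = neither criterion met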;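 also: higher luciferase means less miR-122 activity so hits act as miR-122 inhibitors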
F508del corr = F508del CFTR correction, initial screen, CFBE line, single point; CFBE cells, YFP halide quenching; stimulated with forskolin plus potentiator P3; % fluorescence drop versus neutral controls; activity (quench increase), % at 7.58 µM; actives 0.36% (n = 350,000); AID 720511, 2013;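 active = mean added fluorescence quench of at least 8% versus neutral control, with both replicates also reaching 8%; inconclusive = only one of the mean or replicate conditions met; inactive = mean below 8% and not both replicates reaching 8%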;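 also: cells transiently co-express mutant CFTR-F508del with the halide-sensitive YFP; corrector assay measuring rescue of mutant channel to the surface after 24 h compound exposure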
The depositor's hits bear a star; ? = inconclusive; . = no result given; & = joins results of further samples; [ ] = remark or other dose.

compound,C2C12 statin,Cneo AK release,PglD DTNB,PGC1a acetyl inh,GSIS activator,FN deposition inh,miR122 inh,F508del corr
C=CCOc1c(CNc2ccc(S(N)(=O)=O)cc2)cccc1OC,15,1,-1,5,.,.,11,.
CNC[C@H]1OCCCC[C@H](C)Oc2ccc(NS(=O)(=O)c3ccc(Cl)cc3)cc2C(=O)N([C@@H](C)CO)C[C@@H]1C,-22,2,-1,-3,-2,.,-5[16.7 µM],-1.5
Cc1ccc(NC(=O)/C(C#N)=C/c2ccsc2)c(C)c1,.,-4,4,0,-9,4,5,2.5
CCCC(=O)NC1CCc2cc(OC)c(OC)c(OC)c2-c2ccc(OC)c(=O)cc21 (stereo not given),.,.,.,-8,9,4,51,-2.1
CO[C@H]1CN(C)C(=O)c2cc(NC(=O)c3ccc(F)cc3)ccc2OC[C@H](C)N(C(C)=O)C[C@H]1C,-9,60,-1,9,-2,-9,5[16.7 µM],-1.3
CCCN(C)C[C@@H]1Oc2cc(-c3cccc(OC)c3)ccc2S(=O)(=O)N([C@H](C)CO)C[C@@H]1C,4,3,1,-21,-19,.,-9[16.7 µM],-2.9
CC1(c2ccc([N+](=O)[O-])cc2)NC(=O)N(CC(=O)Nc2cccnc2Cl)C1=O (stereo not given),0,-1,1,-5,20,4,-14,2.1
Cc1cc(OCC(=O)N(Cc2ccco2)c2c(N)n(Cc3ccccc3)c(=O)[nH]c2=O)ccc1Cl,-42,0,-5,.,-18,10,.,2.7
C#CCOCCOCCOCCNc1nc(N2CCOCC2)nc(N2CCN(C(=O)[C@H](Cc3ccc(O)cc3)n3cc([C@@H](N)CC(C)C)nn3)CC2)n1,3,0,2,6,-5,19,-10,-2.9
COC1=CC(=O)C[C@@H](C)[C@]12Oc1c(Cl)c(OC)cc(OC)c1C2=O,-6,-1,-6,1,.,9,2,-2.2
COc1ccc(-n2cnnc2SCC(=O)Nc2cccc(S(N)(=O)=O)c2)cc1,4,-1,-4,-2,4,3,-11,3.9
Cc1cccc(C)c1C(O)c1ncc(-c2ccc(Cl)cc2)[nH]1 (stereo not given),-2,-2,-4,.,-17,4,0,1.1
Cc1cc2c(C)cc(=O)oc2c2c1NCCC2,-8,0,0,0,10,.,-3,1.8
COc1cc(OC)cc(C(=O)N[C@H](C(=O)OCC(=O)c2ccc3c(c2)NC(=O)CO3)C(C)C)c1,-3,0,2,10,.,-3,-4,.
CN(C)C(=O)c1cc(C(=O)c2ccc(F)cc2F)c[nH]1,15,-1,-2,3,7,3,11,-1.8
CNCCC(Oc1ccccc1OC)c1ccccc1 (stereo not given),-2,1,-2,0,.,2,3,5.4
COc1ccc(CCn2c(=N)c(C(=O)NC3CCCC3)cc3c(=O)n4cccc(C)c4nc32)cc1,-2,-2,1,9,32,-8,3,0.6
CC(=O)NS(=O)(=O)c1ccc(NC(=O)c2cccc(S(=O)(=O)N3CCc4ccccc43)c2)cc1,-5,-1,3,-3,11,-5,-1,-0.9
CCOC(=O)CCN1C(=O)c2ccccc2Sc2ncccc21,-3,-1,1,-4,-2,-7,.,-1.6
O=C(O)c1ccc(N=C2c3ccccc3-c3ccccc32)cc1,-3,.,.,-6,3,5,-3,-1.2
O=C(NNS(=O)(=O)c1cc(Cl)cc(Cl)c1)c1sccc1-n1cccc1,-1,3,-1,-1,.,-21,5,.
Cc1ccc(-c2ccc(C3[C@H]4CNC[C@@H]3N4Cc3ccccc3F)cc2)cc1 (stereo not given in full),.,.,.,6,-4,-1,.,3.5
COCCCNC(=O)COc1ccc2oc3c(c2c1)CCCC3,-29,8,0,.,-13,-15,.,3.6
O=C1NC(Cc2ccccc2)C(=O)N1Cc1cc([N+](=O)[O-])cc2c1OCOC2 (stereo not given),.,.,.,-4,6,6,.,3.1
CCN1[C@@H]2c3ccc(-c4cccc(F)c4)c(=O)n3C[C@@H]2[C@@H](CO)[C@@H]1C(=O)N1CCCCC1,-15,-2,0,.,0,.,.,.
CCCC(=O)N1CC2(C1)CN(S(=O)(=O)c1ccc(C)cc1)[C@H](CO)c1[nH]c3cc(OC)ccc3c12,.,.,.,-8,-12,-1,.,4.6
CCOc1ccc(CNc2ncc(-c3ccccc3)n2C)cc1,12,0,-2,.,-24,-5,.,-0.2
CCOC(=O)C1(C)CCCN(C(=O)c2ccc(C)c(F)c2)C1 (stereo not given),0,-1,-1,.,5,-8,1,0.3
CO[C@H](CN(C)Cc1cc(F)ccc1F)[C@@H](C)CN([C@H](C)CO)S(=O)(=O)c1ccc(C)cc1,-7,7,-2,-16,-11,-5,.,-0.3
CN(C)C(=O)c1ccc(-c2ccc3c(c2)[C@@H]2[C@@H](CCN2C(=O)C2CCC2)[C@@H](CO)N3C)cc1,-5,3,2,-2,6,1,-13[16.7 µM],0.9
Cn1c(=O)c2cn3c(c2n(C)c1=O)C(c1ccccc1)CC(c1ccccc1)=N3 (stereo not given),-6,-1,-2,4,.,.,16,.
Cc1nc(NS(=O)(=O)c2cccs2)c2c3c(sc2n1)CCC3,3,0,4,6,.,-2,-8,.
C=CCN1C=CC(=CC=C(C#N)C#N)C=C1,.,-1,0,-21,-13,-7,-12,1.4
CNC[C@H]1Oc2c(NC(=O)C3CCCCC3)cccc2C(=O)N([C@H](C)CO)C[C@@H]1C,-8&-6,2&15,-1&10,3,20&-7,5&-12,7[16.7 µM],2.0&3.9
O=C(COC(=O)c1cccc([N+](=O)[O-])c1)Nc1ncc(Br)s1,-2,0,2,0,19,7,1,-0.6
CCNC(=O)NC(=O)COc1ccccc1C#N,5,-3,2,?,.,.,-5,.
Cc1cc(C)c(S(=O)(=O)Nc2nnc(C3CCCCC3)s2)c(C)c1,6,-1,3,.,-30,-1,.,-0.7
COc1ccc(C2=Nn3c(nnc3-c3ccccc3F)SC2)cc1OC1CCCC1,-13,0,-2,-4,55,21,-1,13*
Cc1cc(C(=O)OCC(=O)N2CC(C)CC(C)C2)c(C)o1 (stereo not given),1,-1,0,-10,.,.,-3,.
COc1ccc(Oc2nc(OC)cc(OC)n2)cc1,-9,.,.,-8,1,3,-1,-1.9

Another view of two compounds above.
Values run as follows: C2C12 statin | Cneo AK release | PglD DTNB | PGC1a acetyl inh | GSIS activator | FN deposition inh | miR122 inh | F508del corr
CN(C)C(=O)c1ccc(-c2ccc3c(c2)[C@@H]2[C@@H](CCN2C(=O)C2CCC2)[C@@H](CO)N3C)cc1
  -5 | 3 | 2 | -2 | 6 | 1 | -13[16.7 µM] | 0.9
C=CCN1C=CC(=CC=C(C#N)C#N)C=C1
  . | -1 | 0 | -21 | -13 | -7 | -12 | 1.4

(more compounds)
compound,C2C12 statin,Cneo AK release,PglD DTNB,PGC1a acetyl inh,GSIS activator,FN deposition inh,miR122 inh,F508del corr
COc1ccc(NC(=O)Nc2ccc3c(c2)C(=O)N([C@@H](C)CO)C[C@@H](C)[C@@H](CN(C)C(=O)NC(C)C)OCCCC[C@H](C)O3)cc1,.,2,5,-2,2,5,6[16.7 µM],-1.3
CC(=O)Nc1ccc(/C=N\NC(=O)CNS(=O)(=O)c2ccc([N+](=O)[O-])cc2)cc1,.,-1,-2,-7,1,-6,-16,-1.7
O=C1CNC(=O)/C1=C\N1CCN(C(c2ccccc2)c2ccccc2)CC1,9,5,14,5,.,.,-1,.
O=C(COC(=O)c1cc(Cl)ccc1Cl)NC1CCCC1,11,-4,2,.,-13,1,.,-1.2
Cc1cc(O)ccc1NS(=O)(=O)c1ccc2c3c(cccc13)C(=O)N2,15,-1,2,-4,48,9,2,-0.8
CC1CC(C)CN(C(=O)c2ccc(CNc3c(N4CCCC4)c(=O)c3=O)cc2)C1 (stereo not given),.,.,.,3,-3,6,.,-2.1
CCOC(=O)CNC(=O)c1cnc(Nc2ccccc2OC)c2ccccc12,-16,2,-7,-5,24,4,.,-1.0
COc1cc(/C=N/N(C)C)cc(Br)c1O,-3,.,.,1,4,-10,0,1.7
CCC1(C)Cc2ccccc2-c2[nH]c(=S)[nH]c(=O)c21 (stereo not given),7,4,-2,16,10,-1,-10,2.9
COc1c(O)cc2oc(-c3ccc(O)cc3)cc(=O)c2c1O,0,-4,-2,4,-13,4,-7,-2.1
C[C@@H]1CN([C@@H](C)CO)C(=O)c2cccc(NS(=O)(=O)c3ccccc3)c2O[C@H]1CN(C)Cc1ccc(Oc2ccccc2)cc1,-16,-1,-2,15,-11,.,-6[16.7 µM],-3.6
O=c1cc(-c2ccccc2)oc2cc(O)ccc12,7,-6,11,3,4,.,-17,-0.1
O=C(c1ccc(N2CCOCC2)nc1)N1CCOCC1,0,0,-1,6,6,.,-3,0.7
Cc1cc(C)c2c(NC(=S)NC(=O)c3ccccc3)nn(C)c2n1,.,.,.,-4,14,-12,7,-4.1
Cc1ccc(NC2CCCN(C(=O)CCN3CCCCO3)C2)cc1C (stereo not given),5,2,1,.,0,-3,3,0.5
CCCC#Cc1cnc2c(c1)C(=O)N([C@H](C)CO)C[C@@H](C)[C@H](CN(C)C(=O)C1CC1)O2,.,1,0,-9,-6,.,-5[16.7 µM],0.5
CCOc1ccccc1-c1nn2c(Cc3ccccc3)nnc2s1,50,4,-4,4,-4,6,1,.
O=[N+]([O-])c1ccc(CSc2nc3ccccc3o2)cc1,.,-3,-2,-7,.,-6,-3,.

Screens: PubChem, Broad Institute
